Screening data: PubChem BioAssay, NCI
Growth percent in the NCI-60 one-dose screen (48 h, 10 µM unless noted): 100 = growth as untreated, 0 = no growth, -100 = all killed.
MCF7 = MCF7 breast cancer; 82,000 compounds, 6.3% hits
SK-MEL-28 = SK-MEL-28 melanoma; AID 1794761; 81,000 compounds, 4.1% hits
T-47D = T-47D breast cancer; 79,000 compounds, 5% hits
BT-549 = BT-549 breast cancer; 78,000 compounds, 4.4% hits; AID 1794793
MDA-MB-231 = MDA-MB-231 breast cancer | 81,000 compounds, 5% hits | AID 1794789
MDA-MB-468 = MDA-MB-468 breast cancer; 78,000 compounds, 8.5% hits; AID 2202374
LOX IMVI = LOX IMVI melanoma. AID 1794757. 79,000 compounds, 7.4% hits
HS 578T = HS 578T breast cancer. 78,000 compounds, 4.1% hits
* = called active by the depositor; nt = not tested or not shown; & = joins results of further samples; ! = repeats disagree. Rule for the calls: active = growth percent below 10; inactive = the rest.

Results follow in this order: MCF7	SK-MEL-28	T-47D	BT-549	MDA-MB-231	MDA-MB-468	LOX IMVI	HS 578T
- Cc1ccc(C(O)(CBr)CC(Cl)(Cl)Cl)cc1 (stereo not drawn)
→ 104.1	107.9	92.0	99.8	124.2	96.6	97.2	105.8
- CC(C)(C)CC(C)(C)NCc1ccccc1
→ 109.3	115.3	108.9	nt	115.9	114.4	103.3	104.7
- O=C1CC2(CCOCC2)Oc2ccccc21
→ 98.6	111.7	98.3	110.4	103.3	108.8	102.2	102.8
- O=C1C(=O)N(CN2CCN(c3cc(=O)n(-c4ccccc4)c4ccccc34)CC2)c2ccccc21
→ 96.1	104.6	107.5	115.7	74.7	104.6	99.1	97.5
- CN(C)c1cccc2c(S(=O)(=O)Nc3cc(-c4csc(NC(=O)CN5CCN(CCO)CC5)n4)ccc3F)cccc12
→ 71.4	75.0	72.0	105.8	92.5	90.6	83.1	77.3
- O=C(O)C1C2C=CC(C2)C1C(=O)O (stereo not drawn)
→ 5.3*!	109.3&49.8&105.1	101.1&79.5&102.6	105.3&58.3&96.8	124.2&66.9&101.2	92.2&22.9&119.3	104.2&16.9&109.4	104.9&102.3
- O=C(NCc1cn(Cc2cccc(Oc3ccccc3)c2)nn1)c1cccnc1Nc1ccc(Cl)cc1
→ 99.4	112.6	84.6	108.9	70.5	105.7	88.5	91.4
- Cc1ccc(C(C)C)c(S)c1C(C)C
→ 91.4	111.3	93.1	84.0	112.1	101.3	95.9	113.6
- COC(=O)[C@]12CC[C@@H](C(/C=C/c3cccnc3)=N/O)[C@@H]1[C@H]1CC[C@@H]3[C@@]4(C)CC(=C/c5cccnc5)/C(=N/O)C(C)(C)[C@@H]4CC[C@@]3(C)[C@]1(C)CC2
→ 25.6	50.8	27.3	22.8	45.5	13.1	nt	78.6
- CN1CCN(Cc2ccc(NC(=O)c3cncc(C#Cc4cncc5nccnc45)c3)cc2C(F)(F)F)CC1
→ 33.8	13.3	46.5	82.8	26.9	87.0	-7.7*	39.6
- CC(C)(O/N=C(\C(=O)N[C@@H]1C(=O)N2C(C(=O)[O-])=C(C[n+]3ccccc3)CSC12)c1csc(N)n1)C(=O)O (stereo partly drawn)
→ 99.3	112.6	84.1	78.4	93.8	74.4	91.9	nt
- C=CCNC(=S)Nc1ccccc1
→ 102.4	107.8	nt	nt	102.1	96.1	96.8	93.7
- COc1cc(C=O)ccc1OC(=O)c1cc(-c2ccc(C)cc2)n(-c2ccc(S(C)(=O)=O)cc2)n1
→ 88.4	113.2	104.9	125.9	97.3	124.5	98.8	115.7
- COc1cc2ccc(C(C)=O)cc2cc1OC
→ 97.9	130.8	93.1	90.8	109.4	105.9	92.3	97.1
- CCCn1c(=O)[nH]c2c(c1=O)C(c1ccc(F)cc1)c1c([nH]c(=O)n(CCC)c1=O)N2
→ 112.1	106.4	96.9	104.2	99.9	88.5	103.8	108.2
- CCN(CC)CCNC(=O)c1c(C)[nH]c(/C=C2\C(=O)Nc3cc(NC(=O)NC(=O)c4ccc(OC)cc4F)ccc32)c1C
→ 58.3	99.7	104.1	103.6	77.8	75.2	97.0	84.4
- N#CC(I)CS(=O)(=O)c1ccccc1 (stereo not drawn)
→ 91.5	97.0	44.6	97.0	98.3	25.0	70.8	113.6
- COc1cc(CNC(=O)CCCC/C=C/C(C)C)ccc1OCc1cn(-c2ccc(C(F)(F)F)cc2)nn1
→ 75.2	107.1	70.2	84.5	70.7	84.8	60.3	80.4
- CCC(O)c1ccc2ccccc2c1 (stereo not drawn)
→ 103.6	106.1	101.9	94.7	113.2	103.0	90.6	113.7
- Cc1ccc(C(=O)C2OC3=C(C(=O)CC(C)(C)C3)C2c2cccc(Oc3ccccc3)c2)cc1 (stereo not drawn)
→ 43.6	93.1	24.4	56.4	64.5	41.8	62.1	80.6

Part of the list above, bar-delimited.
Molecule | MCF7 | SK-MEL-28 | T-47D | BT-549 | MDA-MB-231 | MDA-MB-468 | LOX IMVI | HS 578T
CCN(CC)CCNC(=O)c1c(C)[nH]c(/C=C2\C(=O)Nc3cc(NC(=O)NC(=O)c4ccc(OC)cc4F)ccc32)c1C | 58.3 | 99.7 | 104.1 | 103.6 | 77.8 | 75.2 | 97.0 | 84.4
N#CC(I)CS(=O)(=O)c1ccccc1 (stereo not drawn) | 91.5 | 97.0 | 44.6 | 97.0 | 98.3 | 25.0 | 70.8 | 113.6

Continued:
Results follow in this order: MCF7	SK-MEL-28	T-47D	BT-549	MDA-MB-231	MDA-MB-468	LOX IMVI	HS 578T
- COc1ccc(C(=O)O)cc1.[Ag]
→ 100.0	109.9	92.6	nt	103.1	93.9	88.7	96.1
- Cc1cc(C)c2c(Nc3ncnc4c3sc3ncccc34)csc2n1
→ 81.1	104.0	98.7	113.8	104.4	96.2	84.9	104.0
- CCCCOc1ccccc1C(=O)OC
→ 109.8	106.2	nt	111.1	105.1	105.7	97.0	94.3
- CCN(CC)CC(=O)NNc1ncnc2ccccc12
→ 97.1	103.7	96.7	116.5	95.7	116.8	122.8	107.8
- N#Cc1c(N)nc2c(c(N)nn2-c2ccccc2)c1-c1ccc(Cl)cc1Cl
→ 70.5	105.3	69.5	44.3	83.2	78.1	nt	83.6
- NC(=O)c1ccc(N2CCCC2)nc1
→ 110.5	120.1	105.9	118.7	103.3	115.4	89.9	101.2
- Clc1ccc(N=Nc2ccccc2)cc1
→ 64.8	111.1	75.1	111.2	106.6	81.2	100.9	110.6
- CC[Si](CC)(CC)O[Si](CC)(CC)CC
→ 98.1	107.2	122.6	101.9	105.5	107.0	117.7	88.7
- CCOC(=O)NC(C)c1ccccc1 (stereo not drawn)
→ 96.8	109.1	106.3	101.6	111.2	98.0	nt	109.5
- Cc1ccccc1NC(=O)Cn1nncc1COc1ccc2ccccc2c1C=O
→ 86.1	102.2	87.2	106.0	96.1	103.1	96.6	105.6
- CC(C)(C)c1ccc(Cn2c(-c3nonc3N)nc3ccccc32)cc1
→ 35.5	72.7	53.6	90.2	81.8	47.6	70.2	85.1
- COc1cc(C2CC(c3ccc(Cl)cc3)=NN2c2ccc(Cl)cc2)cc(OC)c1OC (stereo not drawn)
→ 89.5	96.1	86.1	95.6	79.8	100.0	99.8	84.0
- Cc1cc2c(c(O)c1Br)-c1ncoc1C(=O)[C@]1(C)CC[C@H](C(C)C)[C@H]21
→ 10.1	46.6	20.6	-24.6*	48.9	20.3	35.6	54.7
- COc1cc(OC)c(NC(N)=O)cc1Cl
→ 92.4	102.1	104.3	107.1	101.8	99.4	94.1	96.9
- Cc1ccc(C2OC(=O)C(=O)C2=O)cc1 (stereo not drawn)
→ 91.3	113.7	nt	102.9	nt	122.1	94.8	99.1
- Cc1ccc(N2CCN(CC(O)COc3cccc4ccccc34)CC2)cc1 (stereo not drawn)
→ 100.9	127.0	98.7	124.8	113.5	nt	103.7	111.9
- O=C(O)c1c(Cl)c(Cl)c(Cl)c(Cl)c1-c1c2cc(I)c(=O)c(I)c-2oc2c(I)c(O)c(I)cc12
→ 81.2&98.9&101.0	107.7&104.6	95.8&85.9&110.2	43.5&117.1&107.8	104.2&102.4&94.7	77.5&110.9&115.3	87.7&92.0&98.6	106.8&93.5&107.1
- O=c1/c(=C/c2cccnc2)sc2nc3ccccc3n12
→ 85.6&80.7	96.5&95.7	91.2&102.7	113.9&113.7	95.2&97.1	91.5&86.1	83.8&60.5	97.7&100.3
- COc1ccc(-c2cc3ccc(N(C)C)cc3nc2N)c(F)c1
→ 14.7	38.4	24.3	18.8	48.5	5.0*	23.9	62.8
- CC(=O)c1cn2ccc3ccccc3c2c1[Si](C)(C)C
→ 69.2	106.1	30.5	94.6	97.1	82.5	94.0	93.2
- CCSCC(C)C(=O)OC (stereo not drawn)
→ 106.3	116.1	104.9	108.8	106.2	101.1	96.7	98.0
- O=C(Nc1cccc(F)c1)C1=NCCCCN1
→ 93.9	106.0	94.6	109.2	101.0	98.5	93.7	107.8
- O=C(O)CCCCCCCCCCC1CCC(O)C1O (stereo not drawn)
→ 99.4	119.5	99.7	102.2	102.8	108.8	103.8	114.4
- CCN(CC)CC(C)(C)C=O
→ 97.4	100.8	105.1	113.0	110.1	103.5	115.2	107.3
- C/C(=C\CC/C=C(\C)CC/C=C(\C)CC[C@@H](O)C(C)(C)O)CC/C=C(\C)CC[C@@H](O)C(C)(C)O
→ 13.8	38.0	6.4*	8.6*	61.4	0.8*	28.7	39.0
- Cc1ccccc1C1(O)c2ccccc2-c2ccccc21
→ 102.2	99.5	nt	98.3	93.2	91.4	98.6	105.8
- CCOc1ccc(C(C)=O)cc1NC(=O)c1cc(C(=O)O)cc(-c2ccoc2)c1
→ 97.0	112.5	91.9	116.8	108.9	96.9	95.1	103.3
- CCOc1ccc2nc(-n3c(=O)c4cccnc4n(-c4ccc(Cl)cc4)c3=O)sc2c1
→ 101.2	109.7	88.0	133.5	112.6	109.4	100.2	nt
- O=C1NC(c2ccc(F)cc2)N=C2C(c3ccccc3)=NOC12 (stereo not drawn)
→ 101.0	114.9	104.4	106.3	114.5	102.6	108.0	106.4
- Cc1ccc(-c2nc(NS(=O)(=O)c3ccccc3)nc(Nc3ccccc3)c2C#N)cc1
→ 80.8	104.7	89.9	114.5	92.0	125.8	87.8	104.8

3 entries out of the list, ordered by count of non-hydrogen atoms, ascending.
Results follow in this order: MCF7	SK-MEL-28	T-47D	BT-549	MDA-MB-231	MDA-MB-468	LOX IMVI	HS 578T
- Cc1ccc(C(O)(CBr)CC(Cl)(Cl)Cl)cc1 (stereo not drawn)
→ 104.1	107.9	92.0	99.8	124.2	96.6	97.2	105.8
- O=C(Nc1cccc(F)c1)C1=NCCCCN1
→ 93.9	106.0	94.6	109.2	101.0	98.5	93.7	107.8
- O=C(O)c1c(Cl)c(Cl)c(Cl)c(Cl)c1-c1c2cc(I)c(=O)c(I)c-2oc2c(I)c(O)c(I)cc12
→ 81.2&98.9&101.0	107.7&104.6	95.8&85.9&110.2	43.5&117.1&107.8	104.2&102.4&94.7	77.5&110.9&115.3	87.7&92.0&98.6	106.8&93.5&107.1

Next part.
Results follow in this order: MCF7	SK-MEL-28	T-47D	BT-549	MDA-MB-231	MDA-MB-468	LOX IMVI	HS 578T
- c1ccc(-c2cn(-c3ccccc3)c(-c3ccccc3)n2)cc1
→ -31.1*	98.9	67.5	72.5	94.3	nt	69.3	87.1
- CC(=O)/C(N=Nc1ccc(S(=O)(=O)c2ccc(N=N/C(C(C)=O)=C(/C)O)cc2)cc1)=C(\C)O
→ 96.1	113.3	113.0	nt	113.3	108.3	99.1	108.5
- COc1ccc(C(=O)CSc2nc3c([nH]2)c(=O)n(C)c(=O)n3C)cc1
→ 96.4	104.0	104.5	95.5	106.3	79.3	101.2	95.8
- Cc1[nH]nc2cccc(-c3ccc4[nH]c(=O)nc(-c5ccccc5)c4c3)c12
→ 92.2	114.8	74.9	86.4	72.8	73.2	98.9	94.6
- CCCCOP(=O)(CCP(=O)(OCCCC)OCCCC)OCCCC
→ 92.0	116.3	96.1	91.5	91.4	94.4	98.3	93.5
- COc1ccc2c(C3=C(c4cn(C)c5ccccc45)C(=O)NC3=O)coc2c1
→ 24.3	65.2	44.0	82.6	30.4	30.5	34.8	9.6*
- COc1ccc(-c2c(-c3ccccc3)nc3sc4cc(OC)ccc4n23)c(OC)c1
→ 76.6	93.6	88.1	nt	75.0	88.8	80.9	98.8
- COc1cccc(-c2nc3sccn3c2-c2ccnc(NCCCNS(=O)(=O)c3ccc(Cl)cc3)c2)c1
→ 34.6	69.6	2.4*	34.4	59.5	34.3	39.2	65.3
- CCCCNCCCCCCl
→ 100.2	99.7	88.4	85.0	113.5	99.0	105.5	nt
- C=C(C)[C@@H]1CC[C@]2(C(=O)OC)CC[C@]3(C)[C@H](CC[C@@H]4[C@@]5(C)CC/C(=N\OC(C)=O)C(C)(C)[C@@H]5CC[C@]43C)[C@@H]12
→ 85.0	107.0	nt	99.0	75.8	94.5	92.2	89.8
- COc1cc(-c2nc(C(=O)NCCC(=O)O)nn2-c2ccc(Cl)cc2)cc(OC)c1OC
→ 89.0	nt	98.9	103.6	99.0	110.2	99.1	92.6
- CC(C)CNC(=O)c1ccccc1C(=O)NC1(C(=O)NCC(C)C)CCCC1
→ 105.7&103.3	115.1&116.9	95.5&105.6	114.8&121.7	105.4&108.8	120.6&101.5	100.6&90.4	105.0&109.9
- COc1ccc(C2=NN3C(C2)c2ccccc2OC3c2ccncc2)cc1 (stereo not drawn)
→ 78.6	109.0	86.3	87.1	96.0	102.1	75.2	89.3
